Compound activity deposited in PubChem by National Center for Advancing Translational Sciences (NCATS).
HCV inhibitor = blocks hepatitis C virus; Huh7.5.1 HCVcc-Cre infection, luciferase reporter, 44 h; Potency, µM (highest dose often 41.8 µM), for the others: at the top dose activity change, negative = inhibition, most hits filed as inhibitors; actives 3.4% (n = 340,000); AID 651820
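Seed cells (1,000/well) for 4 h; treat with compound and infect with HCVcc-Cre, moi about 0.5. Incubate 44 h, then detect luciferase activity.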
TbPYK inhibitor = T. brucei pyruvate kinase inhibition; Q57TT1; TbPYK enzyme, Kinase-Glo Plus ATP luminescence, 45 min; Potency, µM (titrated, usually from 76.8 µM), inactives show at the highest dose activity, negative = inhibition, most hits filed as inhibitors; actives 0.12% (n = 410,000); AID 624173; note: nearly all actives have a fitted effect of over 50% in size
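TbPYK + substrate in 50 mM TEA pH 7.2, 100 mM KCl, 10 mM MgCl2, 0.05% BSA, 0.01% Tween-20; cpd pinned; ADP 130 uM final; 45 min RT; Kinase-Glo Plus 10 min; luminescence endpoint.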
Starred values were filed as active, the others as inactive; u = inconclusive; & = joins results of further samples; [ ] = dose if it differs, or a comment. Calls come from the whole dose curve; as a rule, active = well fitted curve in the direction sought with a large enough effect; inconclusive = small, poorly fitted or top-dose-only effect, or another doubt; inactive = no such curve, though single readings can be large; an effect the other way counts as inactive or inconclusive. % is set by controls: 0 for no effect and ±100 for the full control effect; potency is the fitted concentration of half-maximal effect.

Start of the data: the first three records, to show the layout:
SMILES | HCV inhibitor | TbPYK inhibitor
COc1ccc(N2CCN(C(=O)CSc3ncnc4scc(-c5ccc(C)cc5)c34)CC2)cc1 | u | -12%
C=C[C@H]1[C@H](OC2OC(CO)C(O)C(O)C2O)OC=C(C(=O)OC)[C@H]1C[C@H]1CC(=O)C[C@H](CC(=O)CCc2ccc(O)cc2)O1 (stereo partly specified) | -2% | -1%
Cc1cc(=O)[nH]c(SCC(=O)N2CCCC2)n1 | 18% | -1%

This part in full, from the start:
SMILES | HCV inhibitor | TbPYK inhibitor
COc1ccc(N2CCN(C(=O)CSc3ncnc4scc(-c5ccc(C)cc5)c34)CC2)cc1 | u | -12%
C=C[C@H]1[C@H](OC2OC(CO)C(O)C(O)C2O)OC=C(C(=O)OC)[C@H]1C[C@H]1CC(=O)C[C@H](CC(=O)CCc2ccc(O)cc2)O1 (stereo partly specified) | -2% | -1%
Cc1cc(=O)[nH]c(SCC(=O)N2CCCC2)n1 | 18% | -1%
Cc1nc(SCC(=O)Nc2cccc(S(=O)(=O)N3CCOCC3)c2)nc(C)c1C | u | -6%
CCc1c(Cl)nc(N)nc1Nc1ccccc1Cl | -20% | 4%
COC1C(OC(=O)/C=C/C=C/C=C/C=C/C(=O)O)CCC2(CO2)C1C1(C)OC1CC=C(C)C (stereo unspecified) (tested in a mixture with another compound) | 12% | -1%
CCNc1ncnc2[nH]ncc12 | -9% | -1%
CSc1ncccc1C(=O)OCC(=O)c1ccc[nH]1 | -2% | -2%
COc1ccc(-c2nn(-c3ccccc3)cc2/C=C/C(=O)N(C)CC(=O)Nc2cccc(F)c2)cc1OC | u | 1%
Cc1c(NS(=O)(=O)c2cc(C(=O)Nc3ccc(F)cc3Cl)ccc2Cl)c(=O)n(-c2ccccc2)n1C | 22% | -9%
CCN(CC)C(=O)Cn1cc(S(=O)(=O)CC(=O)Nc2ccc(F)cc2)c2ccccc21 | -3% | -15%
CCOC(=O)c1c(C)[nH]c(C)c1C(=O)COC(=O)c1ccc(Cl)nc1 | 5% | 20%
COC(=O)C1=C(C(=O)OC)[C@]2([C@@H]3CC=CCN[C@@H](Cc4ccccc4)C(=O)N3Cc3ccccc3)C=C[C@H]1O2 | -5%[8.37 µM] | -13%
Cc1c(NC(=O)c2nn(C)c(=O)c3ccccc23)c(=O)n(-c2ccccc2)n1C | 4% | 7%
Cc1ccc(NC(=O)Cn2nc(C(=O)O)c3ccccc3c2=O)cc1S(=O)(=O)N1CCCCC1 | 18% | 1%
CN1CCc2c(sc3c2c(=O)n(-c2ccccc2)c2nnc(SCc4ccc(F)cc4)n32)C1 | 5% | 0%
C[C@]12CC[C@@H](O)CC1=CCC1C2CC[C@@]2(C)C1C[C@@H](F)[C@@H]2O (stereo partly specified) | 1% | -4%
Cn1nc(SCc2ccccc2)c(=O)n(C(c2ccccc2)c2ccccc2)c1=O | -4% | 11%
COc1ccc(Br)cc1/C=N/Nc1ccc(S(=O)(=O)Nc2ccccc2C(=O)O)cc1[N+](=O)[O-] | -16% | 3%
CC(C)NC(=O)Nc1ccc2c(c1)C(=O)N([C@H](C)CO)C[C@H](C)[C@@H](CN(C)C(=O)Nc1ccc3c(c1)OCO3)O2 | -8% | -10%
O=C1Cc2ccccc2C(=O)N1Nc1ccccc1 | 7% | 3%
CC(Oc1ccccc1)C(=O)OCC(=O)Nc1ccc2c(c1)OCO2 (stereo unspecified) | 1% | 0%
CCN1C[C@@]2(COC)C3[C@@H](OC)[C@H]4[C@@H]1[C@@]3(C1C[C@@]3(O)[C@H](OC(=O)c5ccccc5)C1[C@]4(OC(C)=O)[C@@H](O)[C@H]3OC)[C@@H](OC)C[C@H]2O (stereo partly specified) | 0% | 6%
CCOC(=O)C1=C(C)N(C[C@@H]2CC[C@@H](Cc3ccc4cc(OC)ccc4c3)O2)C(=O)NC1c1ccccc1 (stereo partly specified) | u | -1%

6 entries from above, sorted by heavy-atom count, rising.
SMILES | HCV inhibitor | TbPYK inhibitor
CCNc1ncnc2[nH]ncc12 | -9% | -1%
CC(Oc1ccccc1)C(=O)OCC(=O)Nc1ccc2c(c1)OCO2 (stereo unspecified) | 1% | 0%
CCN(CC)C(=O)Cn1cc(S(=O)(=O)CC(=O)Nc2ccc(F)cc2)c2ccccc21 | -3% | -15%
COC1C(OC(=O)/C=C/C=C/C=C/C=C/C(=O)O)CCC2(CO2)C1C1(C)OC1CC=C(C)C (stereo unspecified) (tested in a mixture with another compound) | 12% | -1%
Cc1ccc(NC(=O)Cn2nc(C(=O)O)c3ccccc3c2=O)cc1S(=O)(=O)N1CCCCC1 | 18% | 1%
COC(=O)C1=C(C(=O)OC)[C@]2([C@@H]3CC=CCN[C@@H](Cc4ccccc4)C(=O)N3Cc3ccccc3)C=C[C@H]1O2 | -5%[8.37 µM] | -13%

The listing picks up; the 2 compounds before the break are reprinted first.
SMILES | HCV inhibitor | TbPYK inhibitor
CCN1C[C@@]2(COC)C3[C@@H](OC)[C@H]4[C@@H]1[C@@]3(C1C[C@@]3(O)[C@H](OC(=O)c5ccccc5)C1[C@]4(OC(C)=O)[C@@H](O)[C@H]3OC)[C@@H](OC)C[C@H]2O (stereo partly specified) | 0% | 6%
CCOC(=O)C1=C(C)N(C[C@@H]2CC[C@@H](Cc3ccc4cc(OC)ccc4c3)O2)C(=O)NC1c1ccccc1 (stereo partly specified) | u | -1%
C[C@H]1CN([C@@H](C)CO)C(=O)Cc2cc(NS(=O)(=O)c3ccc(Cl)cc3)ccc2O[C@@H]1CN(C)C(=O)Nc1cccc2ccccc12 | 6% | -8%
O=S(=O)(c1ccccc1)N1CCNCC1 | 3% | -28%
Cc1cc(NS(=O)(=O)c2ccc(NC(=O)/C=C/c3ccccc3)cc2)nc(C)n1 | 4% | 5%
O=C(COC(=O)c1ccc(O)cc1O)NC(=O)Cc1ccccc1 | -1% | 5%
OC[C@H]1O[C@H](OCCc2ccc(O)cc2)[C@H](O)[C@@H](O)[C@@H]1O | 1% | 5%
CCCCC[C@@H]1C=C(C(=O)O)[C@H](c2ccc(Cl)cc2)N1S(=O)(=O)c1ccc(C)cc1 | -14% | 4%
Oc1cc2c(cc1O)C(c1ccccc1)CNCC2 (stereo unspecified) | -23% | u
CC(C)C[C@H]1COCCS(=O)(=O)N1Cc1cccc(Cl)c1 | -4% | 1%
Cc1cccc(N2CCN(C(=O)c3ccc(NC(=O)CC4SC(N5CCCC5)=NC4=O)cc3)CC2)c1C (stereo unspecified) | 6% | 1%
COC(=O)[C@@H](Cc1ccccc1)NC(=O)CC[C@H]1O[C@@H](n2cc(C)c(=O)[nH]c2=O)C[C@@H]1O | 24% | 2%
COC(=O)c1ccccc1S(=O)(=O)N1CCC(C(=O)Nc2ccccc2N2CCOCC2)CC1 | -5% | 3%
S=C(c1ccc2c(c1)OCO2)N1CCN(c2cccc(Cl)c2)CC1 | u | -31%
O=C(CNC(=O)c1ccc(Cl)cc1)c1ccccc1 | 8% | 0%
O=C(OCC(=O)N1CCc2ccccc2C1)c1c(F)cccc1Cl | -12% | 5%
CCc1ccc(NC(=O)COC(=O)/C=C/c2ccco2)cc1 | 19% | -8%
CC1CCN(S(=O)(=O)c2ccc(Cl)s2)CC1 | -18% | 3%
CCOC(=O)c1c(SCCN2CCCC2)n(-c2ccccc2)c(=S)n(-c2ccccc2)c1=O | u | 0%
O=C(Nc1ccc2nc3n(c(=O)c2c1)CCCC3)c1cccnc1Cl | -16% | -15%
CCC(Sc1ncccc1Nc1ccccn1)C(=O)O (stereo unspecified) | 8% | -2%
CN(C)c1nc(N/N=C\c2ccc(Cl)c([N+](=O)[O-])c2)nc(Nc2ccc(F)cc2)n1 | 22µM* | 4%
Cc1ccc(C(=O)C=Cc2cccc(C)c2)cc1 | -15% | -5%
O=C(Cc1ccc(NC(=O)C2CCCN(C(=O)C3CCC3)C2)cc1)Nc1cccc(C(=O)N2CCCC2)c1 (stereo unspecified) | u | -7%
CC1CN(c2nc3c(c(=O)n(C)c(=O)n3C)n2Cc2c(Cl)cccc2Cl)CC(C)O1 (stereo unspecified) | 3% | 0%
OCC(O)C(O)C(O)c1cnn(-c2ccccc2)n1 (stereo unspecified) | 15% | 2%
O=C1CCC(C(=O)OCC(=O)Nc2cc(Cl)ccc2F)=NN1 | 7% | 2%
O=C(NCc1cccc(C(F)(F)F)c1)N1CCN(C(=O)c2ccccc2)CC1 | -5% | 2%
CCN1C(=O)[C@@H]2[C@@H](c3ccc(-c4ccc(F)cc4)c(OC)c3)N3CCC[C@@]3(C(=O)OC)[C@@H]2C1=O | -28% | 5%
CCOc1ccc2c(c1)OC1(CCC(C)C1)CC2=O (stereo unspecified) | -21% | -3%
C/C=C/c1cc(OC)c2c(c1)[C@H](C)[C@@H](c1ccc(O)c(OC)c1)O2 | -21% | -5%
COc1ccc(NC(=O)c2ccc(NC(=O)c3nc4nccc(C)n4n3)cc2)cc1 | -1% | 1%
CCCCNc1c(-c2cccc(SC(C)CC)c2)nc2ccc(Cl)cn12 (stereo unspecified) | 2% | -1%&6%
COc1ccc(CN([C@H](CO)CC(C)C)S(=O)(=O)N(Cc2ccccc2)[C@H](CO)CC(C)C)cc1 | u | -7%
COc1cc2c[n+](C)c3c4ccccc4ccc3c2cc1OC | 1% | -4%
C[C@@H]1CN([C@H](C)CO)C(=O)c2cccc(NC(=O)Nc3ccc(C(F)(F)F)cc3)c2O[C@H]1CN(C)S(=O)(=O)c1cccs1 | u | 2%
O=C1NC(c2cccc(OCc3ccccc3)c2)Nc2ccccc21 (stereo unspecified) | u | 3%
O=C1c2cccc(NCCCNCCO)c2C(=O)c2cccc(NCCCNCCO)c21 | u | u
CN(C)S(=O)(=O)c1ccc(C(=O)OCC(=O)NC(=O)NC2CCCC2)cc1 | 8% | 1%
Cc1ccc(Cl)c(NC(=O)CSc2cccc[n+]2[O-])c1Cl | 8% | 6%
O=c1c(O)c(-c2ccc(O)cc2)oc2cc(O)cc(O)c12 | 6.3µM* | -4%
O=C(O)c1ccc[n+](Cc2ccc([N+](=O)[O-])cc2)c1 | -3% | -7%
COc1ccc(/C=C/c2c(-c3cccc(C)c3)oc3ccc(N4CCOCC4)cc23)cc1 | 12% | -3%
CC(NC(=O)CN1CCN(C(=O)c2cccs2)CC1)c1ccc(F)cc1F (stereo unspecified) | -7% | 4%
C#CC1(O)CCC2C3CCC4=CC(=O)CCC4=C3C=CC21C (stereo unspecified) | 12% | -11%
Cc1ccc(NC(=O)COC(=O)Cn2c(C)csc2=O)cc1S(=O)(=O)N1CCOCC1 | -10% | 1%
CC1(O)CCC2C3CCC4=CC(=O)CCC4(C)C34OC4CC21C (stereo unspecified) | -3% | 0%
CC(C)n1c(=O)[nH]c(=O)n1C(C)C | -6% | -2%
O=C1OC[C@@H]2CCCN2C(=O)[C@@H](CC(=O)N(CCO)Cc2ccccc2)C/C=C\C[C@H]1Cc1ccc(F)cc1 | u | -3%
COc1ccc([C@H]2/C=C\CN(S(=O)(=O)c3ccc(C)cc3)[C@@H](C)C(=O)N2Cc2ccc(F)cc2)cc1 | u | -3%
CCC1(CC)NC(=O)N(CC(=O)Nc2cccc3ccccc23)C1=O | 23% | 4%
F[B-](F)(F)COCc1ccccc1Br | 15% | -3%
CC(=O)Nc1ccc(C(=O)OCC(=O)Nc2ccc(S(=O)(=O)N3CCOCC3)cc2)cc1 | 6% | -1%
O=C(Cc1ccc(S(=O)(=O)N2CCOCC2)s1)N1CCN(S(=O)(=O)c2ccccc2F)CC1 | 0% | -6%
CCN(CC(=O)NCc1cccs1)C(=O)c1cccc(S(=O)(=O)N(C)C)c1 | 7% | 1%
Cc1ccc(S(=O)(=O)N2C[C@@H]3[C@H]4CC[C@H](C4)[C@@H]3[C@@H](C)[C@H]2c2ccn(Cc3ccccc3)c2)cc1 | 15% | 8%
CC(C)n1ncc2c(C(=O)NCCOc3ccccc3F)cc(C3CC3)nc21 | u | 6%
CCOC(=O)c1c(C)[nH]c(C(=O)NCC(c2ccco2)N2CCCCC2)c1C (stereo unspecified) | -7% | -6%
O=C(NC1(C(=O)O)CCCC1)C(Cl)Cl | 1% | -5%
Cc1ccc(NCCCn2cnc3c(OCc4ccccc4)ncnc32)cc1C | u | 2%
COc1ccc2[nH]c3c(c2c1)CCN1C(=O)C(CC(=O)NCCC2=CCCCC2)C[C@H](C(=O)N2CCCCC2)[C@@]31C (stereo partly specified) | u | 4%
COc1ccc(NC(=O)N(C)C[C@H]2Oc3ccc(NS(=O)(=O)c4cccs4)cc3C(=O)N([C@@H](C)CO)C[C@@H]2C)cc1 | 4% | 1%
(cont.)
SMILES | HCV inhibitor | TbPYK inhibitor
CC(C)(C)OC(=O)C[C@H]1C/C=C\C[C@@H](CC(=O)N(CCO)Cc2ccccc2)C(=O)NC[C@@H](c2ccccc2)OC1=O | -21% | -8%
C=CCOC(=O)C1=C[C@H](c2ccc(Br)cc2)C[C@H](OCCCCO)O1 | 5% | -1%
CC(=O)Nc1ccc(C(=O)OCC(=O)NCc2ccc3c(c2)OCO3)cc1 | -1% | 4%
CC1=CC(=O)CC(C)(C)[C@@]1(O)/C=C/[C@@H](C)O[C@@H]1O[C@H](CO)[C@@H](O)[C@H](O)[C@H]1O | u | -1%
C=C1C(C)C2C(Cc3ccccc3)NC(=O)C23OC(=O)/C=C/C(O)CCCC(C)C/C=C/C3C1O (stereo unspecified) | u | 2%
Cc1ccccc1CSc1ccc(S(=O)(=O)N2CCCC2)cn1 | u | -8%
CSc1nc2ccc(NC(=O)COc3ccccc3F)cc2s1 | -24% | 5%
CCOC(=O)[C@@H]1[C@H]2COc3ccc(Br)cc3[C@H]2N2C(=O)N(c3ccc(OC)cc3)C(=O)[C@]12C | -4% | -3%

An excerpt, so the mix of outcomes need not match the whole.
